Artemis endo inh: inhibitors of human Artemis endonuclease activity; Q96SD1; recombinant Artemis, quenched FAM hairpin cleavage fluorescence; inhibition, % at 10 µM; hit rate 0.78% among 30,000; AID 686954;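 active means at 10 µM dose, at least 30% inhibition, measured as corrected fluorescence normalized to stimulator and neutral control wells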
Target sequence (Q96SD1 whole entry, looked up): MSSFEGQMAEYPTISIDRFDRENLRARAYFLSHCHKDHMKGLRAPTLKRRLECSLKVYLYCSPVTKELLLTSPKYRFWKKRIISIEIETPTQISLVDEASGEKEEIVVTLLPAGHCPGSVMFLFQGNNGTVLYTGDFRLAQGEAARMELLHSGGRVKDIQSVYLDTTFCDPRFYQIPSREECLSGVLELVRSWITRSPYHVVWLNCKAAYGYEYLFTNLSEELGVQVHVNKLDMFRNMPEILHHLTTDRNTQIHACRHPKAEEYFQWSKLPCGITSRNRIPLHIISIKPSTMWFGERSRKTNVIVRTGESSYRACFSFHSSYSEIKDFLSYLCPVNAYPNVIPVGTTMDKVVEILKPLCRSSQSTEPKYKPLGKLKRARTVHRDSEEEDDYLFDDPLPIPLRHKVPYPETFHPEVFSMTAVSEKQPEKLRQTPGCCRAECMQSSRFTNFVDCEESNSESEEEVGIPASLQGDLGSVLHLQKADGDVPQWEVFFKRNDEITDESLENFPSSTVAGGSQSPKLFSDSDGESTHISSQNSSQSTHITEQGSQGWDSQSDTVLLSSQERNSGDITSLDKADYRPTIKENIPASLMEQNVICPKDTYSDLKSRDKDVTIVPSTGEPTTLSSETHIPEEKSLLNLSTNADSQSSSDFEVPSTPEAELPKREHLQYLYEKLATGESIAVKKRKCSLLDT
Starred values were filed as active, the others as inactive. A portion of the library; count on the stated rates, not on these rows.

canonical_smiles	Artemis endo inh
Cc1ccc(SC(=O)COc2ccc(C)c(C)c2)cc1	3
CC(=O)c1cc2c(cc1NC(=O)CCc1ccccc1)OCO2	3
COCCn1nnnc1C(c1cc2cccc(C)c2[nH]c1=O)N1CCN(c2ccccc2F)CC1 (centres undefined)	6
COC(=O)c1ccc(CSc2nc3ccc(C)cc3[nH]2)o1	1
COc1ccc(S(=O)(=O)N(C)c2ccc(C(=O)N3CCC(C(N)=O)CC3)cc2)cc1	6
Nc1ccc(Cl)c(-c2nc3ncccc3o2)c1	6
N#CCCN(Cc1cccnc1)C(=O)c1ccc(S(=O)(=O)N2CCOCC2)cc1	1
COC(=O)c1[nH]c2ccc(C)cc2c1NC(=O)C1=COCCO1	-5
CN1C(=O)c2oc3ccccc3c(=O)c2C1c1ccncc1 (centres undefined)	-4
Cc1ccc(Nc2cc(C)nn2-c2nc(C)cc(=O)[nH]2)cc1	35*
Cc1noc(C)c1S(=O)(=O)Nc1ccc(C(=O)O)cc1	-3
CCc1cccc(C)c1N(C(=O)Cn1c(=O)[nH]c2ccccc21)C(C)COC (centres undefined)	5

canonical_smiles	Artemis endo inh
CC(C)C12CCC(C(=O)O)C(C1)C(=O)O2 (centres undefined)	-5
CC(=O)NCCc1cc2cc(C)c(C)cc2[nH]c1=O	-3
CCOc1ccc(N=C2C(=O)N(CN3CCOCC3)c3ccccc32)cc1	6
O=C(NCCN1CCOCC1)c1cccs1	-4
COc1cc(S(=O)(=O)NCC2CCCO2)c(OC)cc1Cl (centres undefined)	-7
CC(=O)N(/N=C1\Sc2ccccc2C1=O)c1ccccc1C	32*
O=C(Nc1ccc2nc(-c3cccnc3)[nH]c2c1)C12CC3CC(CC(C3)C1)C2	7
Cc1cc(NCc2ccccc2)nc2ccccc12	-2
Cc1csc(NC(=O)C2CCCCC2C(=O)O)n1 (centres undefined)	1
Cc1ccn2c(/C=N/OCc3cccc(F)c3)c(-c3ccc(Cl)cc3)nc2c1	4
Oc1c(Br)cc(C2N=C(c3ccccc3Cl)NO2)cc1Br (centres undefined)	31*
COc1cc(C2Nn3c(nnc3-c3ccccc3OC)S2)ccc1O (centres undefined)	4

Shown with each value named: part of the list above.
COc1cc(S(=O)(=O)NCC2CCCO2)c(OC)cc1Cl (centres undefined)
  Artemis endo inh = -7
CC(=O)N(/N=C1\Sc2ccccc2C1=O)c1ccccc1C
  Artemis endo inh = 32*
O=C(Nc1ccc2nc(-c3cccnc3)[nH]c2c1)C12CC3CC(CC(C3)C1)C2
  Artemis endo inh = 7

Next records:
canonical_smiles	Artemis endo inh
CSc1ccccc1C(=O)Nc1nccs1	-10
CCN1CCCC1CNC(=O)Cn1cccc1C(=O)c1ccccc1C (centres undefined)	-4
CN(C)S(=O)(=O)c1ccc(C(=O)Nc2nnc(Cc3ccccc3)s2)cc1	-3
CC1CCCN(C(=O)c2sc3cc([N+](=O)[O-])ccc3c2Cl)C1 (centres undefined)	2
O=C(CN(C(=O)CCC(=O)Nc1ccccn1)c1ccc2c(c1)OCCO2)NCCc1ccccc1	-1
Cc1onc(-c2ccccc2Cl)c1C(=O)Nc1ccc2c(c1)OCO2	-9
Cc1cc(NC(=O)Cn2nc3c(cc2=O)CCCC3)ccc1Br	1
O=C(COC(=O)c1ccccc1F)c1ccc(-n2nncc2-c2ccco2)cc1	-1
CC(=O)Nc1n[nH]c(S(=O)(=O)Cc2ccc(Cl)cc2Cl)n1	-1
Cc1cc(Oc2ccc(C#N)cc2)nc(NCc2ccccc2)n1	2
CC(C)CC(C(=O)N1CCc2ccccc2C1)N1C(=O)c2ccccc2C1=O (centres undefined)	-4
O=C(COc1ccc(Cl)cc1)NCc1nnc(SCC(=O)N2CCCc3ccccc32)o1	8

canonical_smiles	Artemis endo inh
COCCNC(=O)NC(=O)COC(=O)c1cc([N+](=O)[O-])ccc1Sc1nc(C)cs1	-2
COc1ccccc1OCc1ccc(C(=O)N(C)C)o1	7
COC(=O)c1c(NC(=O)c2ccco2)sc2c1C(C(=O)OC)CC2 (centres undefined)	-1
CC(=O)Nc1ccc(-c2csc(NC(=O)c3ccc(C)o3)n2)cc1	-1
Cc1nc2ccccc2nc1OCC(=O)Nc1cc(C(F)(F)F)ccc1N1CCOCC1	1
COc1ccc(OCC(=O)O/N=C(\N)Cc2ccc(Cl)cc2)cc1	-3
COc1cc(N2C(=O)NC3CC2(C)Oc2ccccc23)cc(OC)c1OC (centres undefined)	1
CCOC(=O)N1CCN(S(=O)(=O)c2cc(Cl)c(OC)cc2Cl)CC1	-5
CCCCCCCCCCCC(=O)NC(C(=O)OCC)C(O)c1cccc([N+](=O)[O-])c1 (centres undefined)	6
O=C(Cn1cnc2sc(-c3ccccc3)cc2c1=O)NCCc1ccccc1	9
CCOC(=O)c1ccc(NC(=O)CN2CCN(c3ccccc3)CC2)cc1	-2
Cc1ccc(/C(N)=N/OC(=O)N2c3ccccc3Sc3ccccc32)cc1	8

canonical_smiles	Artemis endo inh
CCOC(=O)c1nn(-c2ccc(Cl)cc2)c2nc(-c3ccc(C)cc3)c(C#N)c(=O)n12	12
Cc1cc(NC(=O)CSc2nnc(-c3ccco3)o2)no1	22
Cc1ccc(-c2nnn(CC(=O)N(CC(=O)NC3CCCCC3)c3ccc(F)c(Cl)c3)n2)o1	3
CCCC(=O)Nc1ccc(C(=O)NCC(=O)OCC)cc1	-2
Cc1nnc(SCc2ccc(F)cc2)n1NC/C=C/c1ccccc1	2
COCCNC(=O)C(OC(=O)CC1Sc2ccccc2NC1=O)c1ccccc1 (centres undefined)	-3
O=C(NC(=S)Nc1ccc(Oc2ccc(Cl)cc2)cc1)c1ccccc1	7
Cc1ccc(NC(=O)COc2ccc(-n3ccnc3)cc2)cc1Cl	14
Cc1[nH]c2ccccc2c1/C=N/Nc1nc(Nc2ccc(F)cc2)nc(N2CCOCC2)n1	-1
CC(NC(=O)COc1ccccc1)C(c1ccccc1)N1CCN(C)CC1 (centres undefined)	-5
CCOc1ncccc1C(=O)OCC(=O)Nc1c(C)cccc1C	-7
CC(C)CCNc1nc2c(c(=O)[nH]c(=O)n2C)n1CC(O)COC(C)C (centres undefined)	-5

Next section; it opens with the six that closed the last part.
| SMILES | Artemis endo inh |
| --- | --- |
| O=C(NC(=S)Nc1ccc(Oc2ccc(Cl)cc2)cc1)c1ccccc1 | 7 |
| Cc1ccc(NC(=O)COc2ccc(-n3ccnc3)cc2)cc1Cl | 14 |
| Cc1[nH]c2ccccc2c1/C=N/Nc1nc(Nc2ccc(F)cc2)nc(N2CCOCC2)n1 | -1 |
| CC(NC(=O)COc1ccccc1)C(c1ccccc1)N1CCN(C)CC1 (centres undefined) | -5 |
| CCOc1ncccc1C(=O)OCC(=O)Nc1c(C)cccc1C | -7 |
| CC(C)CCNc1nc2c(c(=O)[nH]c(=O)n2C)n1CC(O)COC(C)C (centres undefined) | -5 |
| COc1cccc(NC(=O)C2C3C=CC4(O3)C2C(=O)N(C2CC2)C4C(=O)NC2CCCCC2C)c1 (centres undefined) | -1 |
| Cc1ccc(/C=C/C(=O)O)cc1S(=O)(=O)NCCCC(=O)O | -3 |
| c1csc(CSc2nnc3sc4ccccc4n23)c1 | 0 |
| COc1ccc(Nc2nc3ccccc3c(=O)s2)c(OC)c1 | 13 |
| Cc1nn(-c2ccccc2)c(Cl)c1C1C(C#N)=C(N)Oc2c1c(C)nn2-c1ccccc1 (centres undefined) | 2 |
| C/C(NC(=O)c1ccccc1F)=C1\C(=O)C[C@@H]2[C@H]1C2(C)C | 3 |
| COc1ccc(-n2nnc3c(SCc4ccccc4)ncnc32)cc1 | -4 |
| Cc1ccc2c(c1)c1cccc3c1n2CCN3CCC(N)=O | 9 |
| CCN(CC(=O)NC1CCCCCC1)S(=O)(=O)c1ccccc1 | -4 |
| C=C(C)C1Cc2c(C)nn(-c3ccccc3)c2C1 (centres undefined) | 1 |
| O=C(CN1CCCCC1)Nc1nnc(-c2ccc([N+](=O)[O-])cc2)s1 | 17 |
| COc1ccccc1NC(=O)c1cc2n(n1)C(C(F)(F)F)CC(c1ccc3c(c1)OCO3)N2 (centres undefined) | -1 |
| Cc1cc(C(F)(F)F)nn1C(=O)c1cccnc1Cl | -3 |
| COC(=O)c1[nH]c2ccc(Br)cc2c1NC(=O)Oc1ccccc1 | 0 |
| C=CCNC(=O)c1ccccc1S(=O)c1ccccc1C#N (centres undefined) | -3 |

| SMILES | Artemis endo inh |
| --- | --- |
| Cc1cccc(CN2CCN(CC(=O)NCCCN3CCCC3=O)C2=O)c1 | -1 |
| CCOC(=O)C(NC(C)=O)(NS(=O)(=O)c1ccccc1)C(F)(F)F (centres undefined) | 7 |
| CCOC(=O)c1nc2sc3c(c2c(=O)[nH]1)CCCC3 | -1 |
| COc1ccc(C)cc1S(=O)(=O)N(CC(N)=O)Cc1ccccc1 | 2 |
| COC(=O)c1ccc(CNC(=O)CSc2nnc(COc3ccccc3)n2C)o1 | -4 |
| Cc1cc(=O)[nH]c(-n2nc(C)c(Oc3ccccc3O)c2C)n1 | -2 |
| CCCC1C(C#N)=C(N)Oc2n[nH]c(C(C)(C)C)c21 (centres undefined) | -2 |
| COc1ccccc1OCC(=O)Nc1nc(-c2ccc(S(=O)(=O)N3CCOCC3)cc2)cs1 | 7 |
| CCN(CC)C(=O)CSc1nnc(CNc2ccc(F)cc2)n1Cc1ccco1 | 9 |
| N#Cc1ccccc1CSc1nc(N2CCCCC2)nc(N2CCCCC2)n1 | 3 |
| COc1ccccc1CNS(=O)(=O)c1c(C)noc1C | 6 |
| COc1ccc(-c2nnc(SCC(=O)c3ccco3)n2-c2ccccc2)cc1 | -3 |
| CC(=O)CC(=O)NC1C2CC3CC(C2)CC1C3 (centres undefined) | 3 |
| CCC(=O)Oc1c(S(=O)(=O)c2ccc(C)cc2)c(C)nn1C(C)(C)C | -6 |
| Cc1cccc(C)c1N(CC(=O)N1CCN(C)CC1)S(C)(=O)=O | 6 |

| SMILES | Artemis endo inh |
| --- | --- |
| O=C(Nc1ncn[nH]1)c1c(Cl)ccc(Cl)c1Cl | 1 |
| O=C(NCCNCCO)c1c(O)c2cccc3c2n(c1=O)CCC3 | 1 |
| CC(C)NC(=O)NC(=O)COC(=O)C1CCCN1C(=O)c1cccs1 (centres undefined) | -5 |
| N#CC1=C(Nc2ccccc2)SC=C(c2ccccc2)N=C1N1CCOCC1 | 7 |
| COc1cccc(C(=O)COC(=O)c2ccc(NC(=O)c3ccccc3)cc2)c1 | 2 |
| O=C(c1ccccc1F)N1CCN(c2ncccn2)CC1 | -7 |
| CCOC(=O)c1cc(C#N)c(Oc2ccccc2)nc1-c1ccccc1 | 5 |
| Cn1c(=O)c2c(nc(CN3CCc4ccccc4C3)n2Cc2ccccc2F)n(C)c1=O | 21 |
| COc1cc(/C=N/NC(=O)c2sc(N)c(C#N)c2C)cc(Br)c1O | -8 |
| CN1CCN(NC(=O)c2cccc(F)c2)CC1 | 4 |
| COc1ccc(CCNC(=O)c2cc(-c3cc(C)ccc3O)n[nH]2)cc1OC | 3 |
| O=C(Nc1ccc(N2CCOCC2)c(F)c1)c1ccncc1 | -4 |
| COc1ccc(-c2onc(C)c2-c2ccccc2)c(O)c1 | -3 |
| O=C(NC(=S)N(Cc1ccccc1)Cc1ccccc1)C1CCCCC1 | -5 |
| COc1ccc(-c2nnc(SCC(=O)NC(C)c3ccccc3)o2)cc1OC (centres undefined) | -5 |

| SMILES | Artemis endo inh |
| --- | --- |
| CCOc1ccc(C2NC(=O)C(C#N)=C(S)N2c2ccc(OC)cc2)cc1OC (centres undefined) | 20 |
| COC(=O)c1[nH]c2c(c1C)C(=O)CC(c1ccc(C)cc1)C2 (centres undefined) | -6 |
| COc1cc(NCCCC(C)N)c2ncccc2c1 (centres undefined) | 55* |
| CCOC(=O)CCCn1nc(C)n2c(cc3sccc32)c1=O | -3 |
| CC1CC(C)CN(Cc2nc(N)nc(Nc3ccc4ccccc4c3)n2)C1 (centres undefined) | 16 |
| COCCn1ccc(O)c(Cc2ccc(Cl)cc2)c1=O | -12 |
| CC(=O)OC1C(OC(C)=O)N(C(C)=O)C(=O)N1C(C)=O (centres undefined) | 3 |
| Cc1cc(C)n2c(=S)[nH]nc2n1 | 2 |
| CCOC(=O)c1oc2cc(O)ccc2c(=O)c1-c1ccccc1OC | -1 |
| COc1cc(-c2n[nH]c(=O)o2)cc(OC)c1OC | 1 |
| COc1cccc(C2c3c(-c4cc(Cl)c(C)cc4O)n[nH]c3C(=O)N2Cc2cccnc2)c1 (centres undefined) | 18 |
| CC1(C)c2ccccc2N2CC(=O)NC21/C=C/c1ccco1 (centres undefined) | 3 |
| CCOc1ccccc1OCCn1ncc2ccc(OC)c(OC)c2c1=O | 5 |
| Oc1cnn(-c2ccccc2)c1 | 2 |
| CCOc1ccc2nc(COC(=O)c3ccco3)c(C(C)=O)[n+]([O-])c2c1 | -6 |

| SMILES | Artemis endo inh |
| --- | --- |
| Cn1c(SCC(=O)Nc2ccc3cn[nH]c3c2)nnc1-c1cccs1 | -7 |
| COc1cccc(C2C(C#N)=C(N)Oc3cc(C)n(Cc4ccco4)c(=O)c32)c1 (centres undefined) | 2 |
| CCOC(=O)c1ccc(-c2ccc(C(=O)Nc3cccnc3)o2)cc1 | 0 |
| O=C1C(Cl)=C(NCCCO)C(=O)c2ccccc21 | 6 |
| CCCn1c(N)c(Sc2ccc(Cl)cc2)c(=O)n(CCC)c1=O | -7 |
| CCOc1ccc(NC(=O)CN2CCN(CC(=O)c3ccc(OCC)cc3)CC2)cc1 | -8 |
| Cc1cc(C)n(-c2nc(-c3ccc(Cl)c(Cl)c3)cs2)n1 | 4 |
| Cc1ccccc1OCC(=O)NC(=S)Nc1ccc(S(=O)(=O)NC2CCCCC2)cc1 | 3 |
| Cn1c(NCC(O)c2ccccc2)nc2c1c(=O)n(Cc1ccc(Cl)c(Cl)c1)c(=O)n2C (centres undefined) | 12 |
| CC(=O)N1CCN(c2ccc(NC(=O)c3ccccc3Br)cc2Cl)CC1 | -3 |
| CC(CN1CCCCC1)OC(=O)c1cc2ccccc2o1 (centres undefined) | 15 |
| CC1(c2ccccc2)NC(=O)N(CC(=O)Nc2ccc3c(c2)OCO3)C1=O (centres undefined) | -4 |
| CCc1ccccc1N(CC(=O)N/N=C/c1ccc(OC(=O)OC)c(OC)c1)S(C)(=O)=O | 0 |
| CC(C)(C)C(=O)Nc1ccccc1C(=O)NCc1ccco1 | -9 |

Compound activity deposited in PubChem BioAssay by Sanford-Burnham Center for Chemical Genomics.
